Compound activity as filed in PubChem.
V-ATPase pHluor: yeast V-ATPase proton transport regulation by pHLuorin. AID 504577. response, % at 10 µM. S. cerevisiae, pHLuorin cytosolic pH fluorescence. 350,000 compounds, 0.37% hits; in the data active means response mostly above about 7.3%, no sharp cut-off; inactive means mostly below about 5.4%; further: actives read high; inactives centre near 0; some compounds called inactive have numbers as strong as hits; reference of the scale not given here
OPRM1-OPRD1 ag: agonists of human mu-delta opioid receptor heterodimerization. P35372+P41143. cells, OPRM1-OPRD1 heterodimerization, luminescence. activation, % at 9.3 µM. 340,000 compounds, 0.3% hits. AID 504326; in the data active means activation above about 18%;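 further: 0% = vehicle-treated cells and 100% = reference agonist; values of inactives mirror those of a sister screen read the other way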
Keap1-Nrf2 PPI: Keap1-Nrf2 (human) interaction inhibition. Q14145. Keap1 Kelch-Nrf2 peptide fluorescence polarization, 1536-well. inhibition, % at 9.4 µM. 340,000 compounds, 0.15% hits. AID 504523; in the data active means inhibition above about 12%;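 further: human Keap1 Kelch domain with fluorescein labeled Nrf2 9mer peptide probe; 0% = neutral control wells and 100% = peptide positive control; higher means more block of Keap1 binding to Nrf2 peptide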
MOR-DOR inv ag: mu-delta opioid heterodimer inverse agonism; P35372+P41143; cell-based MOR-DOR heterodimer luminescence; inhibition, % at 9.3 µM; 340,000 compounds, 0.21% hits; AID 504357; in the data active means inhibition above about 22%, passing the limit was not always enough;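 further: 0% = cells with DMSO and 100% = wells without cells with DMSO; values of inactives mirror those of a sister screen read the other way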
Wnt act: activates Wnt/beta-catenin signaling in a reporter cell assay | activator, plate reader | activation, % at 9.35 µM | 300,000 compounds, 1.2% hits | AID 743398; in the data active means activation above about 30%, passing the limit was not always enough;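 further: 0% = neutral control wells and 100% = positive control wells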
Arrestin-AP2 inh: human beta-arrestin and AP2 interaction inhibition; FITC-arrestin peptide / GST-AP2 beads, flow cytometry; AP2 beta2 appendage carries R879A mutation; inhibition, % at 10 µM; 340,000 compounds, 0.31% hits;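 active means inhibition above a set limit, near 3 SD of compounds lacking own fluorescence, cut at about 54% in these data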;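 further: plate controls were DMSO wells for no effect and 5 µM unlabelled arrestin peptide for full effect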
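Test system: GST-tagged AP2 beta2-adaptin appendage (R879A) on 4 µm glutathione beads; also added: fluorescein-tagged arrestin peptide at 50 nM final; timing: 12 min plus 1 h, RT; signal: flow cytometry, FL1 (488/535 nm); read-out: percent drop in bead-associated FITC signal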
RTF Ca sens act: cardiac RTF calcium sensitization. AID 493008. 340,000 compounds, 0.24% hits. P19429+P45379. activation, % at 7.2 µM. IANBD-labeled TnC RTF fluorescence at EC20 calcium; 0% EC20 calcium, 100% full calcium;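 active means activation above the mean over all tested compounds plus 3 SD, cut at about 30% in these data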;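 further: rise in fluorescence read as greater calcium sensitivity of cardiac thin filaments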
Pemphigus Ab inh: inhibitors of pemphigus antibody binding to human desmoglein-3; P32926; 310,000 compounds, 0.48% hits; binding (percent of control), % at 10 µM; AID 588358; DSG3-coupled beads, scFv-anti-DSG3-GFP binding, flow cytometry; active compounds read low;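 active means binding more than 3 SD below its plate's average and above zero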;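 further: hits lower antibody fragment binding to DSG3; some compounds called inactive have numbers as strong as hits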
Target sequence (P32926 whole entry, looked up, the tested form may be a part): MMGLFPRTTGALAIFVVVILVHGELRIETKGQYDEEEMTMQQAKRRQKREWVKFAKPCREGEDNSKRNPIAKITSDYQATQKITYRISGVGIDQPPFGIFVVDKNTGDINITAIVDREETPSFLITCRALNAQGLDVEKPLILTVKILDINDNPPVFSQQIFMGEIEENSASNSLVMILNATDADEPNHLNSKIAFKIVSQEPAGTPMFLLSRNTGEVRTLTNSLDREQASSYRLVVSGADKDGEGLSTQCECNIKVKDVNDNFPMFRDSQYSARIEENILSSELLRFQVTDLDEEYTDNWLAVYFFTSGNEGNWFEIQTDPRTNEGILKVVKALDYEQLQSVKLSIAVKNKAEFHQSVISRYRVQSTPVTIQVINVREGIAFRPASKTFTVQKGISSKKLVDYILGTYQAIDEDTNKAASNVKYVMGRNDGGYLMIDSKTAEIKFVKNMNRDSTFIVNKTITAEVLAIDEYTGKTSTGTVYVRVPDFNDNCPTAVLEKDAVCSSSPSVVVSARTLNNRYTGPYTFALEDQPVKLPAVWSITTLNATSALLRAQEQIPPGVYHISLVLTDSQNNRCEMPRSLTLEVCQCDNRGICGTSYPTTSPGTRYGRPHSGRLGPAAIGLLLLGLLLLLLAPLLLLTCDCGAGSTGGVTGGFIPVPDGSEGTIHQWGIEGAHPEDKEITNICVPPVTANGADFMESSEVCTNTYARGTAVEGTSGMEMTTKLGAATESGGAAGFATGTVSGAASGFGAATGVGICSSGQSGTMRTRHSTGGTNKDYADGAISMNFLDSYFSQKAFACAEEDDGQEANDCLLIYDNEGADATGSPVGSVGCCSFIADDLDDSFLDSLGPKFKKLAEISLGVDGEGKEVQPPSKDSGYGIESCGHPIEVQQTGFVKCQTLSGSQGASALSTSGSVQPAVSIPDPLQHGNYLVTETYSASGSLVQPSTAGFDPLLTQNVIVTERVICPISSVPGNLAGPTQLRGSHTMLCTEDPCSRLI
LANA DNA inh: KSHV C-LANA DNA binding inhibition; MBP-C-LANA/FAM-LBS DNA binding, fluorescence polarization; inhibition, % at 9 µM; 340,000 compounds, 0.078% hits; AID 504423;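 active means highest replicate inhibition at or above 60% at 9 µM, even if other replicates fall short; inactive means all replicates below 60% inhibition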;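 further: 0% = neutral control wells and 100% = 4 µM acridine orange control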
RTF Ca sens inh: cardiac RTF calcium desensitization | P19429+P45379 | inhibition, % at 7.15 µM | AID 493244 | 340,000 compounds, 0.12% hits | IANBD-labeled cardiac RTF, Ca2+ fluorescence;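 active means inhibition above the mean inhibition of all tested compounds plus 3 SD, cut at about 17% in these data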;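 further: assay run at fixed EC70 calcium of 1.6 mM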
* = called active by the depositor; x = no result given. An unsorted share of the library; 3.1% or so of the library scored in one or more.

compound	V-ATPase pHluor	OPRM1-OPRD1 ag	Keap1-Nrf2 PPI	MOR-DOR inv ag	Wnt act	Arrestin-AP2 inh	RTF Ca sens act	Pemphigus Ab inh	LANA DNA inh	RTF Ca sens inh
COc1c(O)cccc1[C@H](O)C1CCN(CCc2ccc(F)cc2)CC1	-4	-3.9	4	21	-3	2	4	102	17	-10
O=C(c1ccc(Cl)c(S(=O)(=O)N2CCOCC2)c1)N1CCCC1	0	-1.8	-3	12	-1	30	4	98	-2.1	-4
COc1cc(OC)c(C(=O)OCC(=O)NC2CCCC2)cc1OC	1	-3.4	-4	15	1	-10	-3	99	-4.7	-4
COc1ccc(C(=O)COC(=O)c2n[nH]c3ccccc23)c(OC)c1	-1	-1.6	0	10	20	-20	-8	98	2.2	-3
CC1(C)CC(=O)C=C(c2ccc(F)nc2)C1	-3	-2.5	-5	14	-1	10	-2	106	2.4	8
N=C1S/C(=C\c2ccc(O)cc2)C(=O)N1c1ccc(F)cc1	1	7.7	-1	-40	x	39	-1	103	0.0	-1
CC(C)(C)NC(=O)C1CCN(C(=O)c2ccc(Br)cc2)CC1	0	-0.7	-3	4	x	-1	-5	x	0.9	10
CCCCOC(=O)Cn1cnc2ccc(Br)cc2c1=O	-1	-1.4	-3	8	-2	8	7	100	-0.2	-2
CCOC(=O)c1ccc(N(CC(=O)NCC2CCCO2)C(=O)CCC(=O)Nc2cc(C)on2)cc1 (stereo not drawn)	-4	-1.9	1	12	-1	-9	-4	96	2.4	-22
CCCCc1nc(SCC(=O)N2CCOCC2)c2c(=O)n(C)c(=O)n(C)c2n1	-2	-1.9	-3	11	1	16	-3	96	-0.3	2
C#CC1CN(Cc2ccccc2)CC(C#C)N1C (stereo not drawn)	3	-0.7	-5	4	x	5	4	x	0.9	3
O=C(COC(=O)CN1C(=O)NC2(CCCC2)C1=O)NCc1ccc(Cl)cc1Cl	-1	-1.7	0	8	10	9	-2	x	-1.1	-10
COc1ccc(Cl)cc1NC(=O)CCN1C(=O)C2C3C=CC(C4CC34)C2C1=O (stereo not drawn)	3	-1.4	-1	7	0	-3	0	98	-1.8	3
O=C(OC1CCOC1=O)c1cc(-c2cccc(Br)c2)nc2ccccc12 (stereo not drawn)	0	0.6	-4	-3	-4	4	-1	94	-0.7	5
CC(C)c1nc2scc(-c3ccc(Cl)cc3)c2c(=O)n1N	-4	3.4	3	-17	5	1	-1	102	-0.9	-7
CC(OC(=O)C1CCN(S(=O)(=O)c2ccc3c(c2)OCCO3)CC1)C(=O)NC1(C#N)CCCCC1 (stereo not drawn)	-2	-0.7	-8	3	-1	7	2	101	0.3	-1
O=C(NCc1ccccc1F)C1CCCN(c2cnccn2)C1 (stereo not drawn)	3	-2.4	-1	13	-1	16	-1	103	-1.4	-7
CC(=O)c1ccc(OC(C)C)c(CC(C(N)=O)C(N)=O)c1	1	-0.2	-3	1	-2	0	-2	x	2.4	1
CCOC(=O)C1(Cc2ccc(Cl)cc2)CCN(C(C)Cc2ccc(O)c(OC)c2)CC1 (stereo not drawn)	1	-1.1	3	5	-6	0	1	95	5.6	8
COC(=O)C(=O)/C=C(\O)c1c(C)cc(C)cc1C	2	0.5	4	-3	1	11	0	107	0.4	-5
COc1ccc(C)cc1NC(C)C(=O)NC(=O)NC1CCCCC1 (stereo not drawn)	1	-1.3	1	5	-3	4	0	99	2.2	-6
Cc1nnc(SCC(=O)c2ccc(S(=O)(=O)N3CCOCC3)cc2)n1-c1ccccc1	0	-3.9	1	21	-5	6	0	100	-1.2	-3
CCCCS(=O)(=O)c1sc2nc3c(cc2c1N)CCCC3	1	-0.5	-1	3	x	4	0	84	0.2	7
O=C(COc1ccc2ccc(=O)oc2c1)Nc1cc([N+](=O)[O-])ccc1F	0	-0.6	7	4	1	39	3	94	-3.8	3
CC1=C(C(=O)OC2CCCCC2)C(c2cccnc2)n2nnnc2N1 (stereo not drawn)	0	-1.3	3	7	-4	36	-1	97	-0.6	-1
CSc1cccc(NC(=O)C2C3C=CC4(O3)C2C(=O)N(CCN2CCOCC2)C4C(=O)NC2CCCCC2)c1 (stereo not drawn)	2	0.1	-3	-1	-3	8	-1	x	-1.0	1
Cc1ccc(NC(=O)CCc2c(C)nn(-c3ccc(N4CCCCC4)nn3)c2C)cc1C	0	-3.1	3	15	20	-34	9	109	0.3	-8
CCOC(=O)c1cc(-c2ccccc2)sc1NC(=O)COC	0	6.4	4	-30	-1	-28	-4	113	-0.2	-4
COc1ccc(/C=N/NC(=O)C(C)N(c2ccc(OC)cc2)S(C)(=O)=O)cc1 (stereo not drawn)	-2	-0.3	0	2	-3	6	-6	106	1.7	2
O=C1CCCN1CCCNS(=O)(=O)c1ccccc1	-1	-3.3	-6	17	-1	-9	-4	103	-0.6	3
O=C(CCc1nnc2ccc(NCc3ccc(F)cc3)nn12)NC1CCCC1	0	-2.7	-7	14	-3	17	-4	102	0.6	3
CN1CCN(C2=Cc3ccccc3Sc3cc(F)c(F)cc32)CC1	1	4.1	3	-24	-3	4	0	x	-0.4	1
Clc1ccc(C=NNc2ccccn2)c(Cl)c1	2	-2.9	-3	15	21	0	-4	97	-1.1	2
COc1ccc(OC)c(NC(=O)CNC(=O)Cn2ccc3ccccc3c2=O)c1	0	-0.6	-8	3	0	-6	-1	99	-1.2	-1
O=C(c1cccc(S(=O)(=O)Nc2ccc(F)cc2)c1)N1CCCC1	-4	-2.3	2	9	-1	5	-6	109	-0.7	-3
COc1ccc(CC(=O)Nc2cccc(SC)c2)cc1	2	0.2	-3	-1	0	-1	-8	96	1.0	2
CCn1cnc2c1c(=O)n(Cc1csc(-c3ccccc3)n1)c(=O)n2Cc1ccccc1	1	0.4	4	-2	-1	-3	-3	95	-0.1	-2
Cc1cccc(C)c1OCc1cc(C(=O)N2CCN(c3ccccn3)CC2)no1	0	1.2	-2	-6	9	0	-2	x	-0.2	-4
Cc1nnn(C23CC4CC(CC(CC(=O)Nc5ccc(C)c(Cl)c5)(C4)C2)C3)n1	1	2.8	-1	-15	x	2	-5	113	0.5	-8
CCc1cccc(CC)c1NC(=S)NCc1ccc2c(c1)OCO2	1	-2.9	-4	15	4	6	-3	81	0.5	-10
N#Cc1nccnc1S(=O)(=O)c1cccs1	8	x	x	x	-5	-3	x	114	x	x
CNc1ccccc1C(C)(C)c1ccn[nH]1	1	-1.0	-6	5	-5	-6	2	113	-1.0	-7
Cc1cccc(-n2nnnc2SCC(=O)NCC2CCCO2)c1 (stereo not drawn)	0	-1.7	2	9	1	35	8	104	-0.2	2
O=C(O)COc1ccc(/C=N/NC(=O)c2cccc3ccccc23)cc1	-1	-3.4	-2	15	-1	11	-3	100	4.7	-3
CN(C)c1cccc(C(=O)NCCCSc2ccccc2)c1	-3	-1.6	-1	11	3	0	-2	103	0.9	-1
Cn1c(SCC(=O)NCC2CCCO2)nnc1-c1ccco1 (stereo not drawn)	2	-0.4	-2	2	-1	43	0	98	0.0	-2
C=C(C)c1cccc(C(C)(C)NC(=O)N2CCC(C(N)=O)CC2)c1	-1	-0.7	-8	3	-1	-11	11	116	1.6	-4
CC(C)(c1ccccc1)c1ccc(OCCCNCCO)cc1	-2	1.7	-1	-10	-13	16	4	107	0.8	-2
CCNC(=O)C(=O)N1CCC2(CC1)OCCN2S(=O)(=O)c1ccc(C)cc1	-1	-0.1	-4	1	1	1	3	98	-0.1	-4
O=C(N/N=C/c1sc2ccccc2c1O)c1cccc2ccccc12	1	3.1	-18	-21	x	14	8	99	-2.0	-11

The results go on.
compound	V-ATPase pHluor	OPRM1-OPRD1 ag	Keap1-Nrf2 PPI	MOR-DOR inv ag	Wnt act	Arrestin-AP2 inh	RTF Ca sens act	Pemphigus Ab inh	LANA DNA inh	RTF Ca sens inh
CCC(C)c1c(N)n(S(=O)(=O)c2ccc(C)cc2)oc1=O (stereo not drawn)	-3	-0.9	-1	5	-6	-1	-2	89	-2.5	3
Cc1cccc(NS(=O)(=O)c2ccc(C)c(C(=O)OCC(=O)Nc3cc(C)on3)c2)c1	0	-0.1	-6	0	x	9	2	106	-0.9	6
CC(=O)CCc1oc2ccc(C)cc2c1Cc1ccccc1	0	2.7	-5	-12	2	4	-1	98	-1.0	-3
CC(=O)Nc1ccc(NC(=O)C/C(C)=N/NC(=O)C(=O)N2CCCC2)cc1	-4	-2.6	-3	16	-4	20	6	103	0.1	1
NC(=S)NN=C(Cc1ccccc1)Cc1ccccc1	-2	-1.4	-5	6	-2	-5	1	x	1.7	-6
COC(C[C@@H](O)[C@H](C)[C@H](O)COCc1ccccc1)OC	-7	-2.9	-1	17	1	1	-1	104	-0.3	-1
COc1ccc(Cn2c(O)cc(=O)[nH]c2=O)cc1	1	-1.8	-8	10	x	3	4	106	1.6	5
C=CCn1c(SCc2c(C)noc2C)nc2ccccc2c1=O	3	-2.6	4	14	x	1	1	101	-1.1	-1
